High-throughput results from PubChem.
HePTP inhibitor – blocks human HePTP tyrosine phosphatase | P35236 | recombinant HePTP phosphatase activity, OD absorbance | inhibition, % at 20 µM | 0.64% of 110,000 active; in the data active = inhibition above about 50%;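 also: plate controls were vehicle for no effect and reference inhibitor for full effect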
Target sequence (P35236 whole entry, looked up): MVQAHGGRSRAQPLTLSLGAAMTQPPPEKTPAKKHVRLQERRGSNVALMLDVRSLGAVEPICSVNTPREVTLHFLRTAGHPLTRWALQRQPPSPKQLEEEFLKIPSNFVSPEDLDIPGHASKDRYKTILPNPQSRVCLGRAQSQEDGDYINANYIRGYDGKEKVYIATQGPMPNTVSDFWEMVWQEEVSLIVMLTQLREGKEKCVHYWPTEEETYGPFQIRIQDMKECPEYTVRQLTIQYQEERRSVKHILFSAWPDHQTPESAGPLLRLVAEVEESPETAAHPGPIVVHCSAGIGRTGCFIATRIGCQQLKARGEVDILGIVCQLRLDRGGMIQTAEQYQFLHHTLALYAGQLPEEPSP
BAP1 inh – human BAP1 deubiquitinase inhibition; recombinant BAP1, Ub-AMC hydrolysis fluorescence kinetic; active compounds read low; activity remaining (% of control), % at 20 µM; 0.48% of 72,000 active; AID 436;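 active = activity remaining at or below 50% of control, provided the compound also passes the data quality filters; inactive = the rest, including low values that fail the filters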;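 also: 100% = DMSO wells rate and 0% = substrate alone blank rate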
* hit, by the source's call; . = not tested or not shown; & = joins results of further samples.

SMILES	HePTP inhibitor	BAP1 inh
CCCOc1cccc(C(=O)Nc2cccc(NC(=O)c3cccc(Cl)c3)c2)c1	-1	.
Cc1c(Cl)cccc1NC(=O)/C(C#N)=C/c1cccc(O)c1	-15	.
COc1ccc(C2=C/C(=C/c3cccs3)C(=O)O2)cc1	-15	.
O=C(CN1C(=O)C2(OCCCO2)c2ccccc21)NCc1ccccc1	9	92
COc1ccc(/C(O)=C2\C(=O)C(=O)N(CCc3ccccc3)C2c2cccc(F)c2)cc1 (centres undefined)	-14	.
Cc1cc(S(=O)(=O)c2ccc(Cl)cc2)c(C)c(S(=O)(=O)N2CCOCC2)c1	-16	.
C/C(=N/Nc1ccc([N+](=O)[O-])cc1)c1ccc2c(c1)C1C=CCC1C(c1cccc([N+](=O)[O-])c1)N2 (centres undefined)	-10	.
O=C(c1ccccc1Br)N1N=C(c2ccccc2)CC1(O)C(F)(F)F (centres undefined)	-2	.
COc1cc(C2C(C#N)=C(N)Oc3cc(N)ccc32)cc(OC)c1OC (centres undefined)	-9	128
COc1cc(/C=N/N2CCN(Cc3cccc4ccccc34)CC2)cc(Br)c1O	5	.
O=C1CSC(=S)N1/N=C/c1ccc(OCCOc2ccc(Br)cc2)cc1	0	.
Cc1ccc(CCNC(=O)C2CCCN(S(=O)(=O)c3c(C)nn(C)c3C)C2)cc1 (centres undefined)	6	92
Cc1nc2ccccc2c(=O)n1NC(=O)c1ccccc1Cl	8	100
CC1(C)CC(=O)C2=C(C1)OC(c1ccccc1)=CC2c1ccccc1 (centres undefined)	-17	.
COC(=O)c1cc(OC)c(OC)cc1NC(=O)Cn1nnc(-c2ccccc2Cl)n1	2	70
Cc1cc(C)nc(NC2=NCC(=O)N2c2cccc(Cl)c2)n1	2	88
NC(=O)c1cc(S(=O)(=O)NC2CCCCC2)co1	1	102
CC(C)NC(=O)c1ccc(CN2CCC(Cc3ccccc3)CC2)cc1	4	.
Nn1cnc2c(c1=O)C1(CCCC1)Cc1ccccc1-2	-1	.
O=C(OCC#CCSc1nnc(-c2cccc3ccccc23)o1)c1cccs1	-7	113

Given field by field: 4 of the compounds above
compound: Cc1nc2ccccc2c(=O)n1NC(=O)c1ccccc1Cl
  HePTP inhibitor: 8
  BAP1 inh: 100
compound: COc1cc(C2C(C#N)=C(N)Oc3cc(N)ccc32)cc(OC)c1OC (centres undefined)
  HePTP inhibitor: -9
  BAP1 inh: 128
compound: O=C1CSC(=S)N1/N=C/c1ccc(OCCOc2ccc(Br)cc2)cc1
  HePTP inhibitor: 0
  BAP1 inh: .
compound: CC(C)NC(=O)c1ccc(CN2CCC(Cc3ccccc3)CC2)cc1
  HePTP inhibitor: 4
  BAP1 inh: .

Additional structures:
SMILES	HePTP inhibitor	BAP1 inh
COc1ccc(Cl)cc1N=Cc1ccc(OC2CSC2)cc1	4	.
O=C(c1cccs1)N1CCN(Cc2ccccc2)CC1	-4	.
O=C(CC1SCCNC1=O)Nc1cccc(Cl)c1 (centres undefined)	-1	141
CC1CCCN(S(=O)(=O)c2ccc(C(=O)Nc3nnc(-c4ccccc4Cl)o3)cc2)C1 (centres undefined)	14	65
COc1ccc2nc(NC(=O)c3ccc(S(=O)(=O)N(C)C)cc3)sc2c1	-1	133
NC(=O)COc1c(-c2ccccc2)oc2ccccc2c1=O	2	85
O=C(Nc1cccnc1)c1cc(-c2cccs2)nc2ccccc12	6	.
CC(C)OC(=O)c1c2nc3ccccc3nc2n2c1[nH]c(=O)c1ccccc12	-5	68
Cc1cc(NC(=O)CCC(=O)N(c2ccc(F)cc2)C2(C(=O)NC3CCCCC3)CCCC2)no1	8	104
COc1ccccc1C1CC(=O)Nc2ccc3ccccc3c21 (centres undefined)	2	.
O=C(Nc1ccc(Cl)cc1)c1ccc(S(=O)(=O)c2ccccc2)cc1	-12	.
C=CCn1c(C)c(C(C)=O)c(SC)nc1=S	-11	85
CN(C)c1cccc(C(=O)NC2CCCCCC2)c1	9&-11	124
COc1cc2nc(COc3ccc(C#N)cc3)n(CC#N)c(=O)c2cc1OC	4	146
CC1(C)CC(=O)C(C2=NC(C)(C)Cc3ccccc32)=C(O)C1	-2	102
COC(=O)C1=C(N)Oc2cc(C)n(CCN3CCOCC3)c(=O)c2C1c1cccnc1 (centres undefined)	-9	95
CCN1C(=O)/C(=C\c2ccc(-c3ccccc3C(=O)OC)o2)SC1=S	7	.
O=C(Nc1nc2ccc(Cl)cc2s1)C(c1ccccc1)c1ccccc1	4	.
CCCOc1ccc(C2C(C#N)=C(C)NC3=C2C(=O)CC(C)(C)C3)cc1OC (centres undefined)	-2	.
CCOC(=O)C1CCCN(C(=O)CCCn2nc(C)n3c(cc4sccc43)c2=O)C1 (centres undefined)	-9	105

Reprinted at random: 4 entries already listed, in no set order.
SMILES	HePTP inhibitor	BAP1 inh
C=CCn1c(C)c(C(C)=O)c(SC)nc1=S	-11	85
C/C(=N/Nc1ccc([N+](=O)[O-])cc1)c1ccc2c(c1)C1C=CCC1C(c1cccc([N+](=O)[O-])c1)N2 (centres undefined)	-10	.
COC(=O)c1cc(OC)c(OC)cc1NC(=O)Cn1nnc(-c2ccccc2Cl)n1	2	70
CCN1C(=O)/C(=C\c2ccc(-c3ccccc3C(=O)OC)o2)SC1=S	7	.

(more compounds)
SMILES	HePTP inhibitor	BAP1 inh
O=c1oc2ccc(Br)cc2cc1-c1nnc(-c2ccncc2)o1	.	112
CCOC(=O)CSc1nnc(Cn2c(=O)sc3ccccc32)n1-c1ccccc1C	3	94
CC(NC(=O)CCC(=O)NC(C)C1COc2ccccc2O1)C1COc2ccccc2O1 (centres undefined)	6&4	94
O=[N+]([O-])c1ccccc1S(=O)(=O)Oc1ccc(/C=N/n2cnnc2)cc1	-10	.
COc1cc(C=O)ccc1Oc1ccc([N+](=O)[O-])cc1	-12	.
CSCCC(NC(=O)/C(=C\c1ccco1)NC(=O)c1ccco1)C(=O)O (centres undefined)	1	.
COc1ccccc1N1CCN(C(=O)C2C3C=CC(C3)C2C(=O)O)CC1 (centres undefined)	-12	.
CCOc1ccc(N(CC(=O)N2CCOCC2)S(=O)(=O)c2ccc(Cl)cc2)cc1	-13	.
COc1ccc2oc(=O)c(C(=O)Nc3ccccc3C(=O)O)cc2c1	7	.
COC(=O)/C(=C/c1ccccc1)C(C)=O	6	.
CNC(=O)c1cc2cc(Br)ccc2oc1=O	.	89
Cc1ccc(-n2ncc3c(=O)[nH]c(SCC(=O)N4CCC(C)CC4)nc32)cc1C	-2	84
COc1cc([N+](=O)[O-])ccc1NC(=O)c1ccc(C)c(C)c1	7	.
CN(C)c1ccc(-c2c(C#N)c(N)[nH]c(=S)c2C#N)cc1	-11	.
O=c1cc(CSc2nnc(-c3ccco3)o2)c2ccccc2[nH]1	9	62
Cc1cc(=O)n2[nH]c(-c3cccc(Cl)c3)cc2n1	4	.
N[C@@H](Cc1ccc(F)cc1)C(=O)O	.	95
CN1CCN(C(=O)c2cc3nc(-c4ccc([N+](=O)[O-])cc4)cc(C(F)(F)F)n3n2)CC1	7	.
Cc1cc(NC(=O)C(C)C)ncc1NC(=O)CCc1ccccc1	-2	100
O=C(Nc1cccc2ccccc12)c1ccc(CN2CCc3ccccc3C2)cc1	9	.
COc1cccc(-n2ccnc2SCC(=O)Nc2nccs2)c1	7	118
CN(C)c1cccc(C(=O)Nc2ccc(Cl)cc2Cl)c1	2	.
O=c1oc2cc(OCc3ccccc3F)ccc2c2c1CCCC2	-3	143
COc1ccc(C(=O)Nc2nnc(Cc3ccccc3)s2)cc1OC	-1	.
C=CCSc1nc2c(c(=O)[nH]c(=O)n2C)n1Cc1cccc(Br)c1	.	111
CN1CCN(C(=O)CSc2nc(-c3cccs3)ccc2C#N)CC1	3	.
CCOC(=O)C(C)C1(O)c2ccccc2-c2ncccc21 (centres undefined)	-4	107
CC(NC(=O)Cc1ccsc1)c1ccc(S(N)(=O)=O)cc1 (centres undefined)	4	.
C=CCC(=O)OCC(=O)Nc1ccc(Oc2ccccc2)cc1	-1	.
Cc1c(Cl)cccc1N(CC(=O)N1CCCCCC1)S(C)(=O)=O	-12	159
COc1cccc(-n2c(Cc3cc(=O)[nH]c(=O)[nH]3)nnc2SCC(=O)N2CCCC2)c1	7	93
COCCn1c(=N)c(C(=O)NCc2ccco2)cc2c(=O)n3ccccc3nc21	-7	.
O=c1n(-c2ccccc2)c(=O)n2n1CCC2	-2	103
CCc1[nH]nc(C(=O)N/N=C/c2cccnc2)c1C	-2	.
NS(=O)(=O)c1cccc(NC(=O)c2ccc([N+](=O)[O-])cc2)c1	-6	.
O=C(O)CCC(=O)c1ccc2c(c1)OCCO2	5	93
Cn1nnc2cc(NC(=O)N3CCN(c4ccccn4)CC3)ccc21	9	161
COCCCNC(=O)c1ccc(N2CCCC2)c(NS(=O)(=O)c2ccc(C)cc2)c1	6	103
CC(=O)Nc1sc2c(c1C(=O)N1CCOCC1)CCCCC2	6	99
Cc1cccc(NC(=O)C(=O)NCc2ccc3c(c2)OCO3)c1C	-1	.
COC(=O)Nc1nnc(-c2ccccc2Cl)s1	6	56
CN(C)c1nc2c(c(=O)[nH]c(=O)n2C)n1Cc1ccccc1Br	1	59
COC(=O)C1=C(C)N(CC2CCCO2)C(=O)C1 (centres undefined)	4	95
CCCC(c1nnnn1CC(=O)OCC)N(Cc1cc2ccc(C)cc2[nH]c1=O)C1CCCC1 (centres undefined)	10	65
O=C(CCN1C(=O)COc2ccccc21)NCCCN1CCN(c2ccc(F)cc2)CC1	4	97
CSc1ccc(/C=C2/SC(=S)N(CC(=O)O)C2=O)cc1	10	.
O=C(O)CC(c1ccc(Cl)cc1)n1cccc1 (centres undefined)	3	95
Fc1ccccc1NCn1cnc2ccccc21	7	.
CCOC(=O)C1=C(C)N=C2SCCC(=O)N2C1c1ccc(Cl)cc1 (centres undefined)	.	97
CCOC(=O)C(=O)Nc1ccc(N(C)C)cc1	-11	.
CC(=O)C(C)Oc1ccc2c3c(c(=O)oc2c1)CCCCC3 (centres undefined)	10	.
CCOc1ccc(C(=O)Nc2ccc(NC(=O)c3ccccc3)cc2)cc1[N+](=O)[O-]	1	.
Cc1cc(C)nc(NC2=NCCN2C(=O)Nc2ccc(Cl)c(Cl)c2)n1	0	.
O=C(NCC(c1cccnc1)N1CCN(c2ccccc2)CC1)C1CCCCC1 (centres undefined)	.	93
COC(=O)c1cc(/C=C/c2ccccc2)on1	0	119
CN(c1ccccc1C(=O)Nc1ccc(S(=O)(=O)N2CCCCC2)cc1)S(C)(=O)=O	-3	115
N=c1n(CCO)c2ccccc2n1CCOc1ccc(Cl)cc1Cl	4	104
CC(C)c1ccc(CNC(=O)CSc2nc3ccccc3[nH]2)cc1	6	.
COC(=O)C(CC(C(=O)OC)C(=O)OC)C(=O)OC	-14	.
Cc1cccc(C)c1NC(=O)c1ccc2c(c1)OCCO2	-1	.

Remaining list, next part.
SMILES	HePTP inhibitor	BAP1 inh
O=S(=O)(Nc1ccc2nc(-c3ccc(Br)o3)[nH]c2c1)c1ccccc1	-6	101
O=S(=O)(c1cccc(C(F)(F)F)c1)N(CCCN1CCOCC1)Cc1cccs1	2	99
O=C(Cn1c(=O)oc2cc(S(=O)(=O)N3CCCC3)ccc21)Nc1cccc(C(F)(F)F)c1	7	56
Cc1ccc(N2C(=O)CC(Nc3ccc(N4CCOCC4)cc3)C2=O)cc1 (centres undefined)	-6	.
Cn1c(=O)c2c(nc(N3CCN(c4ccccc4)CC3)n2CCCc2ccccc2)n(C)c1=O	12	99
COC(=O)c1sccc1NC(=O)C1CC=CCC1C(=O)O (centres undefined)	4	111
Nc1nonc1C(=O)OCC(=O)N1CCOCC1	5	107
CCCn1c(=N)n(CC(=O)OCC)c2ccccc21	8	92&116
CC1CCN(CCC(=O)N/N=C/c2c[nH]c3ccccc23)CC1	8	.
COc1ccc(-n2c(SCC(=O)OC(C)C)nnc2-c2ccccn2)cc1	4	102
O=C(CN1CCCCCC1)OCCN=C1NS(=O)(=O)c2ccccc21	4	141
COC(=O)c1ccc(N2C(=O)c3ccc(OC)c(OC)c3C2=O)cc1	0&13	104
Nc1ccc2nc(SCc3ccccc3Cl)sc2c1	.	68
O=S(=O)(NCc1cn2ccsc2n1)c1cccs1	2	97
COc1ccc(S(=O)(=O)N(C)c2ccc(OCC(=O)Nc3cc(C)on3)cc2)cc1	10	86
C=CCOc1c(CNc2nccs2)cccc1OCC	3	.
CC(C)CC1CCCCC1OC(=O)CN1CCCCC1 (centres undefined)	1	.
Cc1ccc2c(c1)c1c3n2CC(=C2C(=O)OC(C)(C)OC2=O)NC3CCC1 (centres undefined)	6	76
Cc1c(Cc2ccccc2)c(=O)oc2cc(OCC(=O)N(C)C)ccc12	5	.
CC(C)Oc1ccc(-c2nn(-c3ccccc3)cc2/C=c2\sc3ncnn3c2=O)cc1	-5	81
Cc1ccc(C(C)C)c(OCC(=O)N/N=C/c2cc(I)cc(I)c2O)c1	-7	.
Cc1cc(OCC(O)CN2CCN(CCO)CC2)cc(C)c1Cl (centres undefined)	3	.
